Assay outcomes (PubChem BioAssay)
Lipid droplet = inhibitors of hepatocyte lipid droplet formation, primary screen, imaging, high-throughput imaging, BODIPY stain. hit rate 0.4% among 240,000. AML12 mouse hepatocytes, oleate lipid droplets. AID 1656, 2009. inhibition, % at 6.5 µM;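 active = lipid droplet intensity inhibited by at least 50%, with more than 500 cells counted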
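Technique: fluorescence imaging, 20x objective, two fields per well / Assay system: AML12 hepatocytes (mouse) / Measure: % inhibition of lipid droplet signal / Doses: 6.5 µM single-point dosing / Incubation: overnight exposure / Reagent: 100 µM oleic acid challenge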
PhoP inhibition = inhibitors of PhoP regulon expression, primary screen, Salmonella Typhimurium, GFP reporter (AID 1863). hit rate 0.16% among 300,000. one-dose inhibition, % at 50 µM; IC50 in µM for titrated hits. S. Typhimurium PhoP-regulated promoter GFP reporter, 4 h; higher % means a stronger effect;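 active = inhibition over 29.93%, a cutoff 3 SD above the screen mean, later confirmed by dose response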;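 also: 0% = low Mg2+ inducing control and 100% = high Mg2+ repressing control; strong numbers were not always called active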
T cell modulator = modulators of CD8 T cell-vesicle binding, primary screen, mouse 2C CD8+ T cells, flow cytometry. 2C CD8+ T cell-vesicle binding; hits give low values. calls only at 7 µM. hit rate 0.068% among 330,000. AID 2052, 2009;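 active = response, share of CD8 T cells binding vesicles, and their 90th percentile fluorescence all below set limits, cut at about 80% in these data, passing the limit was not always enough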
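material = purified 2C TCR transgenic mouse naive CD8+ T cells | controls = Unloaded micro-vesicles (low), QL9 vesicles with 0.7% DMSO (high) | detection = cytometric PE anti-B7-1 and Alexa647 anti-CD8 signals after 1% paraformaldehyde fixation | incubation = binding step 1.5 h, 37 °C, antibody labelling 20 min, ice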
Lipid droplet cells 6.5 µM = recorded beside Lipid droplet, whose call it bears; cell count; measured here: cell count, cytotoxicity flag;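 cells counted across two imaged fields per well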
T cell modulator vesicle-bound % = also measured in T cell modulator; calls as there; double positive events, %; measured here: CD8+ vesicle-bound cell fraction;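 binding gate set so that unloaded-vesicle control wells show 10% double positive cells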
* = called active by the depositor; i = inactive. Only part of the results is shown, so the mix of outcomes need not match the whole.

The opening 3 records as a preview:
nr | mol | Lipid droplet | Lipid droplet cells 6.5 µM | PhoP inhibition | T cell modulator | T cell modulator vesicle-bound %
1 | COc1cc(/C=C(\C#N)C(=O)Nc2cccc(C(=O)O)c2)ccc1OCc1ccc(F)cc1 | -1 | 818 | 3% | i | 23
2 | Cc1ccc(CNC(=O)C2CCN(S(=O)(=O)c3cccc4nonc34)CC2)cc1 | -1 | 815 | -4% | i | 26
3 | Cc1ccccc1OCC(=O)N/N=C/c1cccc2cccnc12 | -2 | 649 | -6% | i | 16

The listing, previewed entries included:
nr | mol | Lipid droplet | Lipid droplet cells 6.5 µM | PhoP inhibition | T cell modulator | T cell modulator vesicle-bound %
1 | COc1cc(/C=C(\C#N)C(=O)Nc2cccc(C(=O)O)c2)ccc1OCc1ccc(F)cc1 | -1 | 818 | 3% | i | 23
2 | Cc1ccc(CNC(=O)C2CCN(S(=O)(=O)c3cccc4nonc34)CC2)cc1 | -1 | 815 | -4% | i | 26
3 | Cc1ccccc1OCC(=O)N/N=C/c1cccc2cccnc12 | -2 | 649 | -6% | i | 16
4 | COc1ccc(C(=O)c2c(C)oc3ccc(O)cc23)cc1 | -3 | 824 | 11% | i | 30
5 | CC1CCCCN1S(=O)(=O)c1ccc(C(=O)N(CCCN(C)C)c2nc3cc4c(cc3s2)OCO4)cc1 (stereo not drawn) | -8 | 680 | -3% | i | 11
6 | COc1cccc(NC(=O)C2CCN(S(=O)(=O)c3ccccc3)CC2)c1 | 6 | 713 | -3% | i | 25
7 | O=C(N/N=C/c1cc(Br)c(O)c(Br)c1)C1CC1 | -5 | 811 | -4% | i | 27
8 | CCN(CC)CCNC(=O)c1ccc(NC(=O)c2cn(-c3ccc(F)cc3)nc2-c2cccc(OC)c2)cc1 | -37 | 687 | -3% | i | 19
9 | CCn1c(CNS(=O)(=O)c2ccc(Br)cc2)n[nH]c1=S | -6 | 798 | -4% | i | 16
10 | COc1cccc(OCC(=O)N(C)Cc2nc(-c3cccc(C)c3)no2)c1 | -27 | 789 | 7% | i | 41
11 | CCc1ccc(NC(=O)CC2C(=O)NCCN2C(=O)c2ccc(F)cc2)cc1 (stereo not drawn) | 27 | 644 | -5% | i | 62
12 | O=C(CCCNS(=O)(=O)c1ccc(F)cc1)Nc1ccc(F)cc1 | 7 | 871 | 8% | i | 10
13 | Cc1ccn2c(=O)c(C(=O)NCCCN3CCCC3=O)c(O)nc2c1 | 4 | 768 | -7% | i | 15
14 | CN(C)c1nc(F)c(F)c(S(=O)(=O)c2ccccc2)c1F | -3 | 827 | 13% | i | 42
15 | CC1(C)Cc2ccccc2C(=NC(Cc2c[nH]c3ccccc23)C(=O)O)N1 (stereo not drawn) | -8 | 805 | 6% | i | 31
16 | CC(C)C(NC(=O)c1ccc(Cl)cc1)C(=O)NCC1CCCO1 (stereo not drawn) | 13 | 784 | 3% | i | 10
17 | CCOc1ccccc1NC(=O)c1ccccc1NC(=O)c1ccco1 | -10 | 796 | -5% | i | 28
18 | Cc1cccc(C(=O)Nc2ccc(S(=O)(=O)N3CCOCC3)cc2C)c1 | 15 | 837 | 1% | i | 47
19 | COc1ccc(CN2CCN(Cc3cc4ccccc4o3)CC2CCO)c(F)c1 (stereo not drawn) | -13 | 799 | 0% | i | 58
20 | COc1ccccc1N(CC(=O)NCCc1ccccc1)C(=O)CCC(=O)Nc1cc(C)ccn1 | 0 | 723 | -1% | i | 33

From compound 3 to 7, copied from above:
nr | mol | Lipid droplet | Lipid droplet cells 6.5 µM | PhoP inhibition | T cell modulator | T cell modulator vesicle-bound %
3 | Cc1ccccc1OCC(=O)N/N=C/c1cccc2cccnc12 | -2 | 649 | -6% | i | 16
4 | COc1ccc(C(=O)c2c(C)oc3ccc(O)cc23)cc1 | -3 | 824 | 11% | i | 30
5 | CC1CCCCN1S(=O)(=O)c1ccc(C(=O)N(CCCN(C)C)c2nc3cc4c(cc3s2)OCO4)cc1 (stereo not drawn) | -8 | 680 | -3% | i | 11
6 | COc1cccc(NC(=O)C2CCN(S(=O)(=O)c3ccccc3)CC2)c1 | 6 | 713 | -3% | i | 25
7 | O=C(N/N=C/c1cc(Br)c(O)c(Br)c1)C1CC1 | -5 | 811 | -4% | i | 27

Later entries
nr | mol | Lipid droplet | Lipid droplet cells 6.5 µM | PhoP inhibition | T cell modulator | T cell modulator vesicle-bound %
21 | COc1ccc(OC)c(NC(=O)c2sc3nc(C)cc(C)c3c2N)c1 | -16 | 765 | 5% | i | 54
22 | O=C(NCc1ccccc1F)C1CCCN(C(=O)Nc2ccc(F)cc2)C1 (stereo not drawn) | -1 | 766 | 9% | i | 29
23 | CCOCCn1c(N2CCCC2)nc2c1c(=O)[nH]c(=O)n2C | 8 | 813 | 8% | i | 52
24 | COc1ccc(C(O)c2ncc(C(F)(F)F)cc2Cl)cc1 (stereo not drawn) | -2 | 833 | -3% | i | 56
25 | CC1CCCC(C)N1C(=O)CSc1ncccn1 (stereo not drawn) | -13 | 826 | 0% | i | 22
26 | COc1ccccc1NC(=O)Cn1cc(C(=O)C2CC2)c2ccccc21 | 27 | 866 | 0% | i | 25
27 | CN(C)c1cc[n+](CC(=O)Nc2ccccc2C(F)(F)F)cc1 | -3 | 805 | 6% | i | 44
28 | COc1ccccc1N1CCN(C2CCCN(C(=O)CC(F)(F)F)C2)CC1 (stereo not drawn) | 3 | 821 | -4% | i | 66
29 | CC(C)OC(=O)c1cc(NC(=O)C2C3C=CC(O3)C2C(=O)O)cc(C(=O)OC(C)C)c1 (stereo not drawn) | 0 | 671 | 9% | i | 18
30 | Cc1sc2nc[nH]c(=O)c2c1-c1ccc(Cl)cc1 | 16 | 822 | 3% | i | 48
31 | O=C(c1cc2ccccc2oc1=O)N(Cc1ccccc1F)C1CCS(=O)(=O)C1 (stereo not drawn) | 10 | 750 | -6% | i | 12
32 | COC(=O)c1sc(N2C(=O)C(O)=C(C(=O)c3ccc(C)o3)C2c2ccco2)nc1C (stereo not drawn) | -2 | 668 | 0% | i | 70
33 | Cc1ccc(C)c(CN2CCC(CNC(=O)Nc3ccc(F)c(Cl)c3)CC2)c1 | 7 | 784 | 0% | i | 15
34 | CCn1c(SCC(=O)O)nnc1-c1ccc(S(=O)(=O)N2CCCC2)cc1 | -3 | 773 | -2% | i | 23
35 | COc1ccc(CC(NC(C)=O)C(=O)NC2CCN(C(=O)c3ccncc3)CC2)cc1OC (stereo not drawn) | 0 | 810 | -5% | i | 28
36 | N#C/C(=C\c1ccncc1)c1ccccn1 | -5 | 830 | 4% | i | 46
37 | Cc1nc(NN)c2c3c(sc2n1)COC(C)(C)C3 | 10 | 824 | -3% | i | 57
38 | COc1ccc(CN2C(=O)c3ccccc3C2OC)cc1 (stereo not drawn) | 6 | 876 | -7% | i | 43
39 | Cc1cc(C(=O)N/N=C/c2ccc(C)s2)n[nH]1 | -12 | 807 | 11% | i | 20
40 | CC(C)(C)OC(=O)N1CCC(c2c(C(=O)NCC3CCN(C4CCCC4)C3)cnn2-c2ccccc2Cl)CC1 (stereo not drawn) | -2 | 757 | -4% | i | 11
41 | C/C(=N\NC(=O)c1cc(C)nc2ccccc12)c1cccc(Cl)c1 | -10 | 882 | -5% | i | 48
42 | O=C(CSc1nnc(NC(=O)C2CC(=O)N(c3ccc(F)cc3)C2)s1)NC1CCCC1 (stereo not drawn) | -17 | 683 | -3% | i | 59
43 | O=C(NCc1cccnc1)Nc1cccc([N+](=O)[O-])c1 | 3 | 699 | 7% | i | 66
44 | CCCc1cc(=O)oc2cc(C)cc(OCC(=O)NCc3ccccn3)c12 | 3 | 735 | -12% | i | 8
45 | COc1ccc(CC(=O)Nc2cccc3c2CCCC3)cc1 | -2 | 849 | 0% | i | 21
46 | CCOC(=O)C1(Cc2cccc(OC)c2)CCCN(Cc2cc(OC)c(O)c(OC)c2)C1 (stereo not drawn) | -9 | 815 | -1% | i | 39
47 | O=C(O)CC(c1ccc(Cl)cc1)N1Cc2ccccc2C1=O (stereo not drawn) | 2 | 744 | 13% | i | 10
48 | Cc1ccc(SCC(=O)OCC(=O)N(C)CC(=O)Nc2ccccc2Cl)cc1C | -7 | 601 | -5% | i | 54
49 | CCN(CC)CCN(C(=O)c1ccc2ccccc2c1)c1nc2ccc(OC)cc2s1 | 2 | 815 | -8% | i | 48
50 | Cc1ccc(SCC(=O)Nc2ccccc2N2CCOCC2)cc1 | -18 | 695 | 5% | i | 3
51 | CCc1ccc(-c2n[nH]c(=O)c3ccccc23)cc1 | -5 | 808 | -4% | i | 40
52 | S=c1[nH]nc(COc2ccc(Cl)cc2Cl)n1-c1ccccc1 | 3 | 836 | 1% | i | 23
53 | CC(=O)N1c2ccc(S(=O)(=O)N(C)CC(=O)NCc3ccccc3)cc2CC1C (stereo not drawn) | -4 | 702 | -11% | i | 10
54 | CC(C)c1ccc(C2c3[nH]c4ccccc4c3C[C@H]3C(=O)N(c4ccccc4C(=O)N4CCC[C@@H]4C(=O)O)C(=O)N23)cc1 (stereo partly drawn) | -2 | 794 | 6% | i | 24
55 | CCOC(=O)C1=C(c2ccccc2)NC(=O)NC1c1ccc(O)c(Cl)c1 (stereo not drawn) | -15 | 851 | -2% | i | 57
56 | Cc1cccc(C)c1OCC(=O)Nc1ccccc1C(=O)N1CCOCC1 | 2 | 711 | -1% | i | 7
57 | CC(C)C[C@H](NC(=O)C1(c2ccccc2)CCN(C(=O)OC(C)(C)C)CC1)C(=O)N1CCC[C@H]1C(=O)O | -5 | 715 | 3% | i | 29
58 | Nn1c(SCC(=O)Nc2cccc(C(F)(F)F)c2)nncc1=O | 3 | 819 | -2% | i | 69
59 | O=C(CCc1nnc2ccc(N3CCC4(CC3)OCCO4)nn12)NCc1ccc(F)cc1 | -4 | 755 | 2% | i | 40
60 | Cc1ccc(-n2c(SCC(=O)O)nc3c(sc(=S)n3-c3ccc(C)c(C)c3)c2=O)cc1 | 16 | 811 | -2% | i | 33
61 | C=CCN(C(=O)CCC(=O)Nc1cc(C)on1)C(C(=O)NC1CCCC1)c1ccc(Cl)cc1 (stereo not drawn) | 15 | 768 | -2% | i | 48
62 | COc1ccc(C)cc1S(=O)(=O)N(CC(=O)NC1CCCC1)c1ccc(F)cc1 | 23 | 861 | -1% | i | 8
63 | COc1cc(C2/C(=C(\O)c3ccc4c(c3)CC(C)O4)C(=O)C(=O)N2c2nnc(C)s2)cc(OC)c1OC (stereo not drawn) | 6 | 755 | -9% | i | 7
64 | CCOc1ccc(NC2=CC(=O)CCC2)cc1 | -7 | 417 | -8% | i | 24
65 | COc1ccc(CCN(C)C/C=C/c2ccccc2[N+](=O)[O-])cc1OC | -1 | 818 | -4% | i | 53
66 | Cc1ccc(C(=O)N2CCCC(Nc3ccc(C(C)C)cc3)C2)cn1 (stereo not drawn) | -3 | 715 | -10% | i | 4
67 | Cc1cccc(CN2CCC(Oc3ccc(C(=O)N4CCCCC4)cc3)CC2)c1 | 22 | 813 | 0% | i | 19
68 | C=CCn1cc(C(=O)NCCN(CC)CC)c(=O)c2cc(S(=O)(=O)N3CCCCCC3)ccc21 | 7 | 752 | -5% | i | 32
69 | O=C(NCCS(=O)(=O)N1CCN(c2ccccc2)CC1)C1CC(=O)N(c2ccc(F)cc2)C1 (stereo not drawn) | -9 | 753 | -3% | i | 7
70 | CCCNS(=O)(=O)c1ccc(OCC(=O)NCC2CCCO2)cc1 (stereo not drawn) | 24 | 815 | 5% | i | 28
71 | CCC(=O)N(Cc1cc(=O)[nH]c2ccccc12)c1ccc(OC)cc1 | -26 | 769 | -5% | i | 30
72 | Cc1ccc(NS(=O)(=O)c2c(C)[nH]c(C)c2C(=O)N2CCCCC2)cc1C | -7 | 789 | -1% | i | 11
